High-throughput results from PubChem BioAssay.
FXIIa inh = inhibitors of human coagulation factor XIIa; P00748; purified FXIIa, Boc-QGR-AMC fluorogenic substrate, 2 h; inhibition, % at 5 µM; 220,000 compounds, 0.3% hits; AID 800; in the data active means inhibition above about 40%;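 further: 0% = enzyme with no compound and 100% = blank without enzyme; many of its hits are not listed in these tables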
Target sequence (P00748 20-372 limits assumed): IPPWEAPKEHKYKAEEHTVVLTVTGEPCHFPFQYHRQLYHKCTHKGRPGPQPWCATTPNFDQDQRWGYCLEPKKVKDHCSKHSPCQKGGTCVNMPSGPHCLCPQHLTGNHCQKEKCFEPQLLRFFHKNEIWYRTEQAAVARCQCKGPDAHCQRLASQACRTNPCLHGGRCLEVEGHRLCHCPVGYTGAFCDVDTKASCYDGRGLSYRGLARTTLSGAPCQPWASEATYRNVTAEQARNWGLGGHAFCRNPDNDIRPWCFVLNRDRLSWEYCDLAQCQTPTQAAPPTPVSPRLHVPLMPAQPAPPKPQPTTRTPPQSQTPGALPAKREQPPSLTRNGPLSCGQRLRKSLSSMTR
Target sequence (P00748 373-615 limits assumed): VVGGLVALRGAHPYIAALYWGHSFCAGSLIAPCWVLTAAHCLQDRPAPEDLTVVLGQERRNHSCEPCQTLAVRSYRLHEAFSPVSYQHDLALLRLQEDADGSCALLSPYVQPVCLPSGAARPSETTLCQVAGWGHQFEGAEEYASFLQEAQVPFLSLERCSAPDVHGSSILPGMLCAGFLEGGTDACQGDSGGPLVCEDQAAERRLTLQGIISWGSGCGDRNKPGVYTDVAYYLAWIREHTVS
FXIa inh = blocks human coagulation factor XIa protease activity | inhibition, % at 5 µM | P03951 | 220,000 compounds, 0.14% hits | purified FXIa, Boc-Glu-Ala-Arg-AMC fluorogenic substrate | AID 798;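 active means inhibition of at least 40%; inactive means inhibition below 40%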;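 further: fluorescence of freed AMC excited at 355 nm; 0% = enzyme without compound and 100% = no enzyme blank; many of its hits are not listed in these tables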
TNF death inh = inhibitors of TNF-alpha induced necroptosis in Jurkat FADD-/- cells; Jurkat FADD-/- TNF necroptosis rescue, ATP luminescence, 24 h; 0 = TNF only, 100 = no-TNF cells; activation (protection from cell death), % at 10 µM; 220,000 compounds, 0.068% hits;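 active means activation, meaning protection from cell death, of at least 50% relative to plate controls; inactive means activation below 50%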;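 further: necroptosis triggered by 40 ng/mL TNF-alpha added together with compound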
PGE2 EP2 inh = EP2 receptor (human) inhibition; inhibition, % at 25 µM; P43116; C6 glioma cells expressing human EP2, cAMP TR-FRET; cells stimulated with saturating PGE2; AID 1422; 260,000 compounds, 0.52% hits;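 active means percent inhibition above 40 after rounding to a whole number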;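 further: rat C6 glioma host cells with rolipram phosphodiesterase inhibitor present; the protocol text gives 20 µM as final concentration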
Target sequence (P43116 whole entry, looked up): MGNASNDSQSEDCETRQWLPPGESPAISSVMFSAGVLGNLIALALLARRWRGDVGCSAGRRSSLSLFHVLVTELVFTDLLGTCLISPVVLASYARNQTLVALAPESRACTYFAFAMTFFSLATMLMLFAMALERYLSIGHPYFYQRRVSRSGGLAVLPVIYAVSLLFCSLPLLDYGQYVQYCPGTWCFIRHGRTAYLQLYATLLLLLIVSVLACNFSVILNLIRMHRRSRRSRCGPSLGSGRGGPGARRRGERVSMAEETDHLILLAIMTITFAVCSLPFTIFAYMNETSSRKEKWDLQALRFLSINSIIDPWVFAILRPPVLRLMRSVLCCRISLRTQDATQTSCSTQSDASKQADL
CHOP inhibitor = CHOP inhibition in unfolded protein response | CHO-K1 CHOP-promoter luciferase, tunicamycin-induced, 15-18 h | inhibition, % at 10 µM | 220,000 compounds, 3.8% hits;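 active means compounds that reduced the stress-induced luciferase reporter signal by more than about 70% of percent inhibition, limit read from the data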;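 further: 0% = tunicamycin plus vehicle and 100% = wells without tunicamycin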
zVAD death inh = blocks zVAD induced death of L929 cells | 220,000 compounds, 0.38% hits | L929 zVAD necroptosis rescue, ATP luminescence, 24 h; with zVAD 60 µM | viability rescue, % at 10 µM;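 active means activation, scaled between plate controls, above about 75%, limit read from the data; inactive means activation under that limit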;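 further: 0% = zVAD with DMSO and 100% = DMSO alone without zVAD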
Tb hexokinase = T. brucei hexokinase 1 inhibition; inhibition, % at 10 µM; 220,000 compounds, 0.11% hits; recombinant TbHK1, G6PDH-coupled NADH A340; AID 1430;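 active means inhibition of 50% or more in the single-dose primary screen; inactive means inhibition below 50%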
Wee1 stabilizer = human Wee1 degradation inhibition, primary screen. reporter increase, % at 5 µM. 220,000 compounds, 1.2% hits. AID 1321. HeLa Luc-Wee1K328M stability, luciferase luminescence; 100% = proteasome inhibitor MG132 effect. P30291;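 active means activation above the mean of all tested compounds plus 3 SD, set per screening run, cut at about 8.8% in these data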;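 further: cells exposed to compound for 20 h before luminescence read; 0% = DMSO alone and 100% = MG132 at 30 µM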
PPC-1+TRAIL kill = PPC-1 cancer cell killing with TRAIL present. PPC-1 cells + TRAIL, ATPLite viability luminescence. cell killing (% activity), % at 4 µM. 220,000 compounds, 0.41% hits;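 active means cell killing above 50% in the first pass at 4 µM, then a duplicate retest at 5 µM averaging 50% or more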;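 further: plate controls were cells with TRAIL plus DMSO for no effect and medium-only wells lacking cells for full effect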
* marks the source's active call; other numbers are inactive results; . = not tested or not shown; & = joins results of further samples. Not all compounds are listed, so the mix of outcomes need not match the whole.

SMILES | FXIIa inh | FXIa inh | TNF death inh | PGE2 EP2 inh | CHOP inhibitor | zVAD death inh | Tb hexokinase | Wee1 stabilizer | PPC-1+TRAIL kill
O=C1CC(c2cccc(F)c2)SC(N(c2ccccc2)c2ccccc2)=N1 (stereo not given) | 8 | -5 | -4.8 | 8 | -24 | -0.2 | 5 | -3 | 16
Cc1ccc(-c2nn(-c3ccccc3)cc2/C=C/C(=O)OCC(=O)NC2CC2)o1 | 7 | 0 | 1.4 | 11 | 55 | 36 | -4 | -4 | -25
O=C(CSC1CCCCC1)Nc1nccs1 | 27 | 18 | 3.5 | . | 7 | 0.0 | 6 | 1 | 6
CCN=C1SC(CC(=O)NCC)C(=O)N1CC (stereo not given) | -5 | 6 | 0.4 | 11 | -19 | 0.9 | -3 | -1 | 3
CC1(C)OC(c2ccccc2)=C/C(=C/C=N/NC(=O)c2ccncc2)O1 | 1 | -3 | -6.7 | 8 | 12 | 1.2 | -25 | 0 | 8
CCOC(=O)c1cc(C#N)c(=S)[nH]c1C | -3 | -8 | -0.4 | 9 | 0 | 1.6 | -24 | -2 | -1
CCc1ccc(OCc2nnc(SCC(=O)NCc3ccco3)o2)cc1 | 9 | -11 | -1.3 | 10 | 1 | 0.1 | 24 | 0 | 23
COCCNC(=O)C(c1ccc(C)o1)N(Cc1ccccc1)C(=O)Cn1nnc2ccccc21 (stereo not given) | 11 | 7 | -4.8 | 6 | -17 | -0.3 | 1 | -1 | 22
O=C(O)c1ccccc1-c1nc2cc(Cl)ccc2c(=O)n1O | 3 | -3 | 1.5 | 3 | 8 | 0.3 | -3 | 4 | -1
CCC(=O)NCCN1CCN(C(=O)CC)CC1 | -4 | -4 | -0.1 | 9 | 18 | 2.6 | 3 | 5 | 23
CCOC(=O)C1C(=O)NC(c2ccccc2)=NC1c1ccc(F)cc1 (stereo not given) | -2 | 1 | -1.9 | 7 | 8 | 0.5 | 2 | -2 | 5
O=S(=O)(c1cccs1)N1CCN(c2ncccn2)CC1 | -6 | -10 | -0.2 | 4 | 4 | -0.1 | -7 | -1 | 10
CCOc1cc(C#N)c(NC(=O)Cn2nnc3ccccc32)cc1OCC | 20 | 13 | -0.5 | 5 | -9 | 0.1 | -2 | -3 | -8
O=c1[nH]c(NCCCO)nc2c1C1(CCCC1)Cc1ccccc1-2 | 2 | -1 | 3.3 | 22 | 55 | 7.5 | -6 | -1 | 12
C/C(=N\Nc1nc2c(s1)CCCC2)c1ccccc1 | 9 | -2 | -3.8 | 18 | 25 | -0.4 | -14 | 0 | 12
CC(=NCC1CCCO1)C1=C(O)CC(C)(C)CC1=O (stereo not given) | 2 | 2 | -0.4 | 7 | 9 | -0.1 | -7 | -3 | 18
CCC(=O)Nc1nc2c(s1)COc1ccccc1-2 | 15 | 7 | -1.1 | 9 | 11 | 2.0 | -7 | 2 | 24
O=C(COc1ccc([N+](=O)[O-])cc1)NCCc1nc2ccccc2[nH]1 | 7 | 3 | 4.8 | 8 | -2 | -0.6 | -20 | 0 | 8
CN(CC(=O)N1CCN(Cc2ccccc2)CC1)S(=O)(=O)c1cccc2nsnc12 | 3 | -2 | 1.1 | 4 | 8 | -0.4 | -11 | 2 | 12
Cc1ccc(OCC(=O)Nc2ccc(N3CCN(S(C)(=O)=O)CC3)cc2)cc1C | 3 | -3 | 1.0 | 12&7 | -14 | -0.1 | 0 | 0 | 3
CC(=O)C1(C)N(O)C(C)(C)C(c2cccs2)=[N+]1[O-] (stereo not given) | 6 | 0 | 0.6 | 10 | -12 | 9.6 | -12 | 0 | .
COc1ccc(/C=N/NC(=O)c2ccco2)cc1Cn1nc(C)c([N+](=O)[O-])c1C | 7 | 2 | 0.0 | 2 | 0 | 0.7 | -26 | 3 | -2
Cc1cc(S(=O)(=O)N(Cc2ccccn2)Cc2ccco2)ccc1-n1cnnn1 | 2 | -6 | 2.0 | 11&7 | 5 | -0.3 | -3 | -1 | 21
COC(=O)c1c(NC(=O)C(C)(C)C)sc2c1C(C(=O)OC)CC2 (stereo not given) | 23 | 13 | -0.7 | 7&16 | 30 | 0.4 | -4 | 3 | 28
CCc1ccccc1S(=O)(=O)Cc1ccc(C(=O)N2CCN(c3ccccc3OC)CC2)o1 | -8 | 3 | -5.1 | 25 | 39 | 2.3 | -13 | 0 | 3

Next section.
SMILES | FXIIa inh | FXIa inh | TNF death inh | PGE2 EP2 inh | CHOP inhibitor | zVAD death inh | Tb hexokinase | Wee1 stabilizer | PPC-1+TRAIL kill
CCCCCCNC(=O)CC(NS(=O)(=O)c1ccc(NC(C)=O)cc1)C(C)C (stereo not given) | 10 | 1 | -3.9 | 3 | 18 | -0.1 | 2 | 1 | -4
O=C(O)CN(c1ccccn1)S(=O)(=O)c1ccccc1 | 2 | 6 | -0.6 | 24 | 0 | 0.4 | -7 | 2 | 5
COc1ccc(/C=C(/NC(=O)c2ccccc2)C(=O)N/N=C/c2cccs2)cc1OC | 4 | -3 | -5.5 | 7 | -19 | -0.1 | -53 | -1 | 12
CCCC1NC(=S)N(C2CCCCC2)C1=O (stereo not given) | 4 | -2 | 2.6 | 7 | 27 | 0.0 | 29 | -2 | 4
Cc1ccc(NC(=O)N2CCN(S(=O)(=O)c3ccccc3)CC2)cc1 | 6 | -2 | 0.3 | 9 | 3 | -1.2 | 7 | 3 | -7
C=CCNC(=O)C1CC2Cn3c(nc4ccccc43)C2N1C (stereo not given) | 5 | -1 | 1.8 | 9 | 7 | -0.2 | -5 | . | 15
CCC(=O)c1ccc(N2CCN(C(=O)COc3ccccc3F)CC2)c(F)c1 | 4 | 1 | -0.5 | 3 | 17 | 0.6 | -4 | 2 | 10
S=C(NCc1ccc2c(c1)OCO2)NC1CC1 | -4 | -13 | -0.7 | 8 | 22 | 1.2 | -2 | 0 | 21
CCOC(=O)CNS(=O)(=O)CCN1C(=O)c2ccccc2C1=O | 9 | 2 | 1.4 | 11 | -5 | 0.8 | -24 | -3 | -6
Cc1ccc(-c2noc(CSc3nnnn3-c3ccccc3)n2)cc1 | 6 | 0 | -0.9 | 11 | 71* | -0.1 | 7 | 7 | 17
COc1ccc(N2C(=O)CCC2(C(N)=O)c2ccccc2)cc1 (stereo not given) | 21 | 25 | -0.3 | 5 | -10 | 0.0 | 9 | 1 | -7
CCNC(=S)N(CCc1c(C)[nH]c2ccc(Cl)cc12)Cc1ccco1 | 6 | -4 | 1.0 | 1 | 25 | 0.6 | 6 | 5 | 12
O=C(CSc1nnc(-c2cccnc2)n1-c1ccccc1)NCc1ccc2c(c1)OCO2 | 12 | 2 | 0.9 | 9 | 1 | -0.5 | 4 | 0 | 20
CCN(Cc1ccncc1)C(=O)c1cccc(S(=O)(=O)N2CCOCC2)c1 | 7 | 9 | 0.9 | -5 | -18 | 1.9 | -9 | 2 | -13
CCCCNC(=S)N(Cc1ccco1)Cc1cc2cc3c(cc2[nH]c1=O)OCCO3 | 0 | -2 | 2.4 | 11 | 15 | 2.0 | 16 | -2 | -4
CN1C(=O)SC(Nc2ccc(F)cc2)C1=O (stereo not given) | -13 | 2 | 7.0 | 7&10 | 16 | 0.9 | 1 | 0 | 0
CC(=O)Nc1ccc(NC(=O)Cn2c(-c3ccc(F)cc3)cnc2SCC(=O)Nc2c(C)cccc2C)cc1 | 14 | 5 | -6.4 | 9 | 37 | 1.0 | 7 | -1 | 21
Cc1nc2nc(SCC(=O)c3cccc([N+](=O)[O-])c3)[nH]c2cc1Br | 5 | 9 | -1.3 | 9 | 25 | 13 | -1 | 3 | -19
O=C(CN1CCN(C/C=C/c2ccccc2)CC1)Nc1ccccc1C(=O)NC1CC1 | -3 | -5 | 1.8 | 14 | -3 | -0.6 | -6 | 0 | -19
CCOc1ccc(Nc2oc(-c3ccc(Cl)cc3)nc2C#N)cc1 | 1 | -8 | -4.7 | 3 | 75* | 0.4 | -8 | 2 | 9
CC1(C)CC2CN(C(=O)Cc3ccccc3)C(C)(C2)C1 (stereo not given) | 3 | -1 | -0.6 | 7 | 4 | -0.1 | 0 | -3 | 1
CCOC(=O)CSc1nc2ccc(S(=O)(=O)N3CCOCC3)cc2[nH]1 | 16 | 0 | 0.5 | 4 | 20 | 0.9 | -5 | -1 | 25
C=CCNCCCCOc1ccccc1 | 10 | 4 | 1.3 | 7 | -4 | 1.0 | -6 | -1 | 13
Cc1nn(-c2ccc(Cl)cc2)c(NC(=O)C(C)C)c(-c2ccccc2)c1=O | 12 | 1 | -0.8 | 10 | -11 | -0.6 | 3 | 3 | 18
COC(=O)C1CCN(C(=O)c2ccc(OC3CCN(Cc4ccccn4)CC3)cc2)CC1 | 4 | 2 | 0.7 | 4 | 6 | -0.3 | -1 | 1 | 1

Other entries:
SMILES | FXIIa inh | FXIa inh | TNF death inh | PGE2 EP2 inh | CHOP inhibitor | zVAD death inh | Tb hexokinase | Wee1 stabilizer | PPC-1+TRAIL kill
O=C(NNc1nc2ccccc2s1)C1CC1 | -2 | -3 | -0.7 | 16 | 15 | 0.0 | -2 | -1 | -3
O=C(CCn1c(=S)oc2ccccc21)Nc1cccc(O)c1 | 5 | 1 | -0.9 | 6 | 25 | -1.0 | -1 | -3 | 9
CN(C)S(=O)(=O)Oc1ccc(C(=O)Nc2cccc(Cl)c2)cc1 | 5 | -3 | 4.0 | 12 | -25 | 64 | 4 | 0 | 42
CC(C)CC1(C)NC(=O)N(CCN2C(=O)c3ccccc3C2=O)C1=O (stereo not given) | -2 | -7 | -0.3 | 9 | 28 | 0.0 | -1 | -3 | -17
O=C(Cn1cccc1C(=O)c1ccccc1)NCCCN1CCOCC1 | 16 | 2 | 0.7 | 14 | 0 | 0.4 | -4 | -5 | 6
CC1CCc2nc(NC(=O)CN3CCN(Cc4ccc5c(c4)OCO5)CC3)sc2C1 (stereo not given) | 4 | 3 | -1.1 | 2 | 82* | -0.4 | -4 | 1 | 26
CC1=CSC2=NC(C(F)(F)F)(C(F)(F)F)NC(=O)N12 | 18 | -5 | -1.9 | 1 | -7 | -0.1 | 8 | 1 | -4
N#CC1=C(N)Oc2n[nH]c(-c3cccs3)c2C1c1ccncc1 (stereo not given) | 4 | 2 | -2.4 | 7 | -1 | 1.7 | -1 | -1 | 4
NS(=O)(=O)c1ccc(CCNC(=O)COC(=O)CC(c2ccccc2)c2ccccc2)cc1 | 5 | -5 | -3.2 | 8 | 8 | -0.2 | -2 | -3 | 7
CCCn1c(SCC(=O)N2CCCc3ccccc32)nnc1-c1ccccn1 | 23 | 4 | 0.1 | . | 4 | -0.3 | -3 | -1 | -7
CC(C)(C)n1nnnc1C(c1ccc2ncccc2c1)N1CCC(O)CC1 (stereo not given) | 6 | -2 | 0.3 | 7 | 11 | 3.3 | 2 | 7 | 7
O=C(CC1C(=O)NCCN1C(=O)Nc1ccccc1)Nc1ccc2c(c1)OCCO2 (stereo not given) | 15 | 3 | -1.7 | 10 | -6 | -0.4 | 6 | 0 | 9
COC(=O)c1nn(-c2ccc(Cl)cc2)c(=O)cc1Sc1ccccn1 | 0 | 1 | -4.0 | 6 | -20 | 0.3 | -2 | 1 | -9
